Screening results (PubChem BioAssay)
RGS4 block = RGS4 inhibitors, primary screen, cell-based, HEK293 M3R inducible RGS4, calcium flux | Fluo-4 calcium flux; hits give high values; triggered by carbachol at its EC20 | B-score at 10 µM | 0.45% of 310,000 active | AID 463165, 2010;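 active means B-score, a plate-corrected calcium signal, over three deviations above library mean, with baseline fluorescence within five deviations of library mean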;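 further: RGS4 expression induced by doxycycline in cells with stable M3 receptor; B-score is computed from the integrated fluorescence ratio over baseline after carbachol; higher B-score means a larger calcium signal and so more RGS4 inhibition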
TRPC6 act = mouse TRPC6 channel activators, primary screen, cell-based, HEK293, membrane potential dye; HEK293-TRPC6 membrane potential dye fluorescence; hits give high values; 0.13% of 310,000 active; B-score at 10 µM; AID 2550, 2010; Short transient receptor potential channel 6 (Mus musculus), Q61143;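 active means B-score of the integrated fluorescence ratio above library mean plus 3 SD, and starting fluorescence ratio within library mean plus 5 SD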;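 further: higher score means more depolarization so channel activation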
Target sequence (Q61143 whole entry, looked up): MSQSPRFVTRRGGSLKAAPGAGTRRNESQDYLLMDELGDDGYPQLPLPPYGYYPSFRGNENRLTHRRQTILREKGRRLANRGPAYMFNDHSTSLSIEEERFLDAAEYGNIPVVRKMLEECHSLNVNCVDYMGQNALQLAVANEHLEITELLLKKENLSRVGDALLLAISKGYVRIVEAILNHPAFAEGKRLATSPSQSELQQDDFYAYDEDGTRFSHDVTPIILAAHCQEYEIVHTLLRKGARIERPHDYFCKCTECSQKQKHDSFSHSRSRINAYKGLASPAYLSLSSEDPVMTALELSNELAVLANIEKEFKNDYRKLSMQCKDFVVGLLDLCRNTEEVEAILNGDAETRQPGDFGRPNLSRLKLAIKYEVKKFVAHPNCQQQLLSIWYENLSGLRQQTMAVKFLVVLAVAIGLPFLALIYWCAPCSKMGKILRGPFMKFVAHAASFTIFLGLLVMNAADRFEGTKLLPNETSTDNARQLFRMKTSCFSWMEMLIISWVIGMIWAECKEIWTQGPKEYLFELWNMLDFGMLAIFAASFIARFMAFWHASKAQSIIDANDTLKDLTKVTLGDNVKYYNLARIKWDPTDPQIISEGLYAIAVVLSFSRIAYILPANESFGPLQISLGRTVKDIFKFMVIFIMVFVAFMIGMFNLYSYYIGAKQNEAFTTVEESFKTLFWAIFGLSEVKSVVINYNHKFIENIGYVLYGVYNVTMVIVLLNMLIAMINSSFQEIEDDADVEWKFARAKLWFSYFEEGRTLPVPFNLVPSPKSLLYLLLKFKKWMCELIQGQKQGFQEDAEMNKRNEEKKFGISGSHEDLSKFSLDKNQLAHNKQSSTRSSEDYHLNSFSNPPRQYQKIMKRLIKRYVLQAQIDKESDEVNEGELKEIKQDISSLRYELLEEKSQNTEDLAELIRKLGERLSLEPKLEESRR
Platelet DG rel = inhibitors of platelet dense granule secretion, primary screen, cell-based, MLPCN, human platelets; AID 1663, 2009; inhibition, %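 (compounds screened at 7.5 µM in platelet-rich plasma)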; 0.22% of 300,000 active; human platelet-rich plasma, SFLLRN dense granule ATP release, luminescence;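 active means mean replicate score, as percent of positive control, at or above 50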
HIF activator = HIF pathway transcriptional activators, primary screen, cell-based, U2OS HRE-luciferase, luminescence; U2OS HRE-luciferase reporter; normalized: DMSO 0%, desferrioxamine 100%; activation, % at 7.5 µM (by protocol); 0.32% of 300,000 active; AID 1910, 2009;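 active means mean activation of at least 10% of the iron chelator positive control signal, with at least half of replicates also reaching 10%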
RGS4 pot = RGS4 potentiators or activators, primary screen, cell-based, HEK293 M3R inducible RGS4, calcium flux. AID 463111, 2010. B-score at 10 µM. carbachol calcium flux Fluo4; hits give low values. 0.92% of 310,000 active;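 active means B-score of the integrated calcium signal more than 4 SD below the library mean, with starting fluorescence not abnormally high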;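 further: negative B-score means reduced calcium response which marks RGS4 activation or potentiation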
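System: HEK293 FlpIn-TREx cells, stable M3R, doxycycline-inducible RGS4. Timing: overnight RGS4 induction, 30 min dye load 37 °C, 20 min compound RT. Also added: carbachol, ECmax concentration. Measured by: Fluo4 fluorescence kinetic imaging of calcium. Evaluation: integrated calcium ratio converted to B score.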
SKKanGAS inh = S. pyogenes SKKanGAS growth inhibitors in kanamycin, primary screen, streptokinase expression inhibitor project, SKKanGAS strain, BacTiter-Glo luminescence; 1.3% of 300,000 active; 6 h; inhibition, % at 7.5 µM; AID 1662, 2009;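 active means mean replicate score, as percent of positive control median, at least 50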;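 further: strain carries kanamycin resistance gene driven by streptokinase promoter and grows in 40 µg/ml kanamycin; loss of luminescence reflects streptokinase promoter inhibition or plain growth inhibition; 0% = median of DMSO wells and 100% = positive control at its reference dose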
MrgX1 agonist = agonists of human MrgX1 receptor, primary screen, HEK293 cells, Fluo-4 calcium flux; Fluo-4 calcium fluorescence, agonist mode; hits give high values; B-score at 10 µM; 0.44% of 310,000 active; AID 588627, 2011;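 active means calcium response B-score plate-corrected fluorescence ratio at least 3 library SD, with starting fluorescence B-score inside 5 SD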
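Material: HEK293 cells stably expressing human MrgX1 receptor | Quantity: 15,000 cells per well | Times: Cells plated overnight, dye loaded 0.5 h 37 °C, 0.5 h room temperature | Measured by: Kinetic Fluo-4 NW fluorescence of intracellular calcium | Control set: Positive and negative controls per plate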
MrgX1 PAM = positive allosteric modulators of MrgX1, primary screen, HEK293 cells, Fluo-4 calcium flux | Mas-related G-protein coupled receptor member X1 (Homo sapiens), Q96LB2 | FDSS; hits give high values | B-score at 10 µM | 0.63% of 310,000 active | AID 588675, 2011;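 active means plate-corrected calcium response at least 3 library SD above typical, normal starting fluorescence, not activating the receptor alone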;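 further: compound read alongside a low EC10 to EC30 dose of BAM8-22 agonist; peak minus trough fluorescence over baseline measured at the second addition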
TRPC4 inh = inhibitors of mouse TRPC4 channel, primary screen, Fluo4 calcium, HEK293 TRPC4beta/mu-opioid cells; 0.39% of 300,000 active; AID 2247, 2010; B-score at 10 µM; DAMGO-evoked Fluo4 calcium flux; hits give low values;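 active means B-score over 3 SD under the library average, no early fluorescence shift, positive overall ratio signal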
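Material: HEK293 cells with stable TRPC4beta plus mu-opioid receptor expression; probe or stimulus: DAMGO in two steps, submaximal then maximal; technique: Fluo4 calcium fluorescence by kinetic imaging, 5 s 1 Hz baseline; measure: integrated fluorescence ratio relative to baseline, converted to per-well B score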
MrgX1 antagonist = antagonists of human MrgX1 receptor, primary screen, HEK293 cells, Fluo-4 calcium flux. B-score at 10 µM. AID 588676, 2011. BAM8-22 antagonism; hits give low values. 1.3% of 310,000 active;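 active means calcium-response B-score plate-corrected more than 3 library SD below zero, starting fluorescence within 5 deviations, no agonist response on first addition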;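 further: peak minus trough fluorescence over baseline after final BAM8-22 challenge near maximal dose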
TRPC6 inh = mouse TRPC6 channel inhibitors, primary screen, cell-based, HEK293, membrane potential dye | Short transient receptor potential channel 6 (Mus musculus), Q61143 | ACh-evoked depolarization; hits give low values | B-score at 10 µM | 1.1% of 310,000 active;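 active means B-score under library mean minus 3 SD, initial fluorescence not abnormally high, positive integrated signal ratio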;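 further: B-score derived from integrated fluorescence ratio over the kinetic read; more negative B-score means stronger inhibition of depolarization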
* = called active by the depositor; i = inactive; / = no result given.

structure,RGS4 block,MrgX1 agonist,MrgX1 PAM,MrgX1 antagonist,SKKanGAS inh,HIF activator,TRPC6 inh,TRPC6 act,Platelet DG rel,RGS4 pot,TRPC4 inh
CC(C)(C)NS(=O)(=O)c1ccc2[nH]c3c(c2c1)CCCCC3,i,i,i,i,-16,1.3,i,i,-6,i,i
CCOC(=O)c1c(C)[nH]c(C(=O)OCC(=O)N(C)C2CCS(=O)(=O)C2)c1C (configuration not stated),i,i,i,i,-4,-0.3,i,i,8,i,i
c1ccc(-n2ncc3c(N4CCN(c5ccccn5)CC4)nc(N4CCCCCC4)nc32)cc1,i,i,i,i,26,-0.1,i,i,-8,i,i
O=C(NC1CCCCC1)C1CCN(S(=O)(=O)N2CCCCCC2)CC1,i,i,i,i,-2,-0.5,i,i,-5,i,i
COC(=O)C(NC(C)=O)(Nc1cccc(C)n1)C(F)(F)F (configuration not stated),i,i,i,i,-3,-0.3,i,i,0,i,i
CCOc1ccc(CN(C)CC(=O)NCc2ccc(F)cc2)cc1,i,i,i,i,0,-8.3,i,i,-3,i,i
COC(=O)Cc1c(C)nc(SCc2ccccc2)[nH]c1=O,i,i,i,i,9,1.2,i,i,-4,i,i
CCNC(=S)N/N=C/c1cc(C)ccc1C,i,i,i,i,-1,0.0,i,i,2,i,i
O=C(CSc1nccn(-c2ccc(Br)cc2)c1=O)Nc1ccccc1F,i,i,i,i,8,0.1,i,i,-9,i,i
O=C(Cc1c(F)cccc1Cl)NNC(=S)Nc1ccc(S(=O)(=O)Nc2ncccn2)cc1,i,i,i,i,-4,-0.1,i,i,9,i,i
CC1CCc2sc(C(=O)OCC(=O)NCc3ccccc3)cc2C1 (configuration not stated),i,i,i,i,-11,1.5,i,i,-7,i,i
CCCCC12CN3CCN(CC(C3)/C1=N\NC(=O)Nc1ccccc1)C2,i,i,i,i,-5,0.6,i,i,-20,i,i
c1ccc(CCSc2ncnc3nc[nH]c23)cc1,i,i,i,i,4,1.8,i,i,2,i,i
O=C(Oc1ccc(C(=S)N2CCOCC2)cc1)c1ccccc1,i,i,i,i,2,-0.3,i,i,8,i,i
N#C/C(=C/c1cccs1)c1nc2ccccc2[nH]1,i,i,i,i,2,2.2,i,i,2,i,i
COc1ccccc1Oc1ccc(S(=O)(=O)Nc2cccnc2)cc1,i,i,i,i,-2,0.7,i,i,11,i,i
COc1cc(NC(=O)CCc2nc(-c3cccs3)no2)cc(OC)c1OC,i,i,i,i,-3,-0.6,i,i,7,i,i
CC(C)(C)OC(=O)NCCCC[C@H](NC(=O)c1nc[nH]c1C(=O)N1CCN(C(=O)OC(C)(C)C)CC1)C(=O)OC(C)(C)C,i,i,i,i,1,-1.2,i,i,8,i,i
O=C(O)c1ccccc1SC1CC(=O)N(c2ccccc2)C1=O (configuration not stated),i,i,i,i,3,0.0,i,i,-7,i,i
C/C(CC(=O)N1CCN(C=O)CC1)=N\NC(=O)c1cc2ccccc2cc1O,i,i,i,i,5,-1.0,i,i,16,i,i

The final 2 compounds of the part before come first, to join the parts.
structure,RGS4 block,MrgX1 agonist,MrgX1 PAM,MrgX1 antagonist,SKKanGAS inh,HIF activator,TRPC6 inh,TRPC6 act,Platelet DG rel,RGS4 pot,TRPC4 inh
O=C(O)c1ccccc1SC1CC(=O)N(c2ccccc2)C1=O (configuration not stated),i,i,i,i,3,0.0,i,i,-7,i,i
C/C(CC(=O)N1CCN(C=O)CC1)=N\NC(=O)c1cc2ccccc2cc1O,i,i,i,i,5,-1.0,i,i,16,i,i
Oc1ccc(Br)cc1CNn1cnnc1,i,i,i,i,-5,0.0,i,i,0,i,i
CCCC(=O)Nc1c(-c2cccc(OC)c2)c(=O)c2ccccc2n1C,i,i,i,i,-5,-2.9,i,i,-2,i,i
COC(=O)COc1ccc(S(=O)(=O)N2CCN(c3ccc(OC)cc3)CC2)cc1,i,i,i,i,-4,0.2,i,i,1,i,i
COc1ccccc1CNCc1ccc(C)cc1,i,i,i,i,-1,1.1,i,i,6,i,i
Cc1csc(NC(=O)c2cc([N+](=O)[O-])cc([N+](=O)[O-])c2)n1,i,i,i,i,4,1.7,i,i,-1,i,i
O=C(CN1C(=O)NC2(CCOc3ccccc32)C1=O)Nc1ccc(F)c(F)c1F (configuration not stated),i,i,i,i,0,-0.6,i,i,-1,i,i
Cc1cc(C)c(C#N)c(SC2CCCCC2=O)n1 (configuration not stated),i,i,i,i,-4,-0.1,i,i,11,i,i
Clc1ccc(CSc2nncn2-c2ccc3c(c2)OCCO3)cc1,i,i,i,i,17,-0.6,i,i,0,i,i
Cc1cccc(C)c1NC(=O)C(NC=O)c1ccc(Cl)cc1 (configuration not stated),i,i,i,i,1,0.0,i,i,-6,i,i
COc1c(Cl)cc(Cl)cc1C(=O)n1nc(C)cc1C,i,i,i,i,2,-0.1,i,i,-6,i,i
C/C=C(\C)C(=O)NCCN1C2=NC[C@H](Cc3ccccc3)N2C[C@H]1Cc1ccc(O)cc1,i,i,i,i,1,0.0,i,i,-2,i,i
CCCCN(CC)C(=O)c1ccc(-c2ccccc2)cc1,i,i,i,i,1,-0.2,i,i,18,i,i
Cc1ccc(NC(=O)C2CC(=O)n3ncnc3N2)cc1C (configuration not stated),i,i,i,i,-1,-0.2,i,i,1,i,i
Cc1ccc(CS(=O)(=O)CCC(=O)NCC2CCCO2)cc1 (configuration not stated),i,i,i,i,-12,0.1,i,i,-8,i,i
Oc1ccc(-c2nccc(-c3ccc(Cl)cc3)n2)cc1,i,i,i,i,-4,1.2,i,i,-1,i,i
O=S(=O)(c1cnc[nH]1)N1CCN(c2ccccc2)CC1,i,i,i,i,-3,0.0,i,i,0,i,i
CC(=O)N1CCN(c2ccc(S(=O)(=O)NCCN(C(C)C)C(C)C)cc2[N+](=O)[O-])CC1,i,i,i,i,4,1.1,i,i,-10,i,i
O=C(O)c1ccccc1C(=O)c1ccc(N2CCCC2)c([N+](=O)[O-])c1,i,i,i,i,-14,0.1,i,i,10,i,i
CC1(C)CC(=O)C2=C(C1)OC(N)=C(C#N)C2c1cc2c(cc1[N+](=O)[O-])OCO2 (configuration not stated),i,i,i,i,-13,-33,i,i,-2,i,i
COc1ccc2oc(C(=O)NCC(Cc3ccccc3)N(C)C)c(C)c2c1 (configuration not stated),i,i,i,i,-14,0.2,i,i,-5,i,i

The listing continues.
structure,RGS4 block,MrgX1 agonist,MrgX1 PAM,MrgX1 antagonist,SKKanGAS inh,HIF activator,TRPC6 inh,TRPC6 act,Platelet DG rel,RGS4 pot,TRPC4 inh
NCCCCCC(=O)N/N=C/c1ccc2nccnc2c1,i,i,i,i,43,-0.1,i,i,-4,i,i
CCc1ccc(OCC(=O)NC(C)(C)C)cc1,i,i,i,i,-6,0.0,i,i,-11,i,i
COC(=O)CN(n1cnnc1)S(=O)(=O)c1ccccc1,i,i,i,i,7,-0.2,i,i,2,i,i
COc1ccc(NC(=S)c2ccc(N(C)C)cc2)cc1,i,i,i,i,-3,36*,i,i,6,i,i
O=C(Cn1c2ccccc2c2nc3n(c(=O)c21)CCCS3)Nc1ccccc1,i,i,i,i,8,0.9,i,i,-3,i,i
COc1ccc(N(CC(=O)Nc2cc(Cl)ccc2OC)S(=O)(=O)c2c(C)noc2C)cc1,i,i,i,i,3,-2.2,i,i,-11,i,i
COc1cc2cc(CN(Cc3cccnc3)C(=O)NCc3ccccc3)c(=O)[nH]c2cc1OC,i,i,i,i,-4,0.2,i,i,2,i,i
O=C(Nc1ccc(Br)cc1Cl)NC1CC1,i,i,i,i,-6,0.4,i,i,11,i,i
O=C(NCc1cn2ccccc2n1)c1ccccc1,i,i,i,i,-3,-0.5,i,i,-3,i,i
CCOC(=O)c1[nH]c(C)c(C(=O)Nc2ccc(C)c(C)c2)c1C,i,i,i,i,-3,3.5,i,i,3,i,i
CN(C)Cc1n[nH]c(=O)c2ccccc12,i,i,i,i,-6,-0.2,i,i,2,i,i
CCCc1nc(-c2ccc(-c3ccc(F)cc3)cc2)no1,i,i,i,i,-3,1.8,i,i,-7,i,i
CN(Cc1ccc(F)cc1)C(=O)CNC(=O)C1CCCCC1,i,i,i,i,0,0.7,i,i,-2,i,i
Cc1ccc(N(C(=O)CCC(=O)Nc2ccccn2)C(C(=O)NC(C)C)c2ccc(F)cc2)cc1 (configuration not stated),i,i,i,i,-1,-0.4,i,i,-14,i,i
Cc1cc(-c2cccc(Br)c2)c(C#N)c(N)n1,i,i,i,i,-2,/,i,i,-9,i,i
CCN(CC)CCSc1nnc2c3ccccc3n(CCc3ccccc3)c2n1,i,i,i,i,3,-0.7,-7.5*,i,3,i,i
CCC1CCCCN1C(=O)c1cc(COc2ccc3ncccc3c2)on1 (configuration not stated),i,i,i,i,-7,0.7,i,i,-4,i,i
O=C(CNc1cccc([N+](=O)[O-])c1)NCCCc1ccccc1,i,i,i,i,-4,-0.1,i,i,3,i,i
COc1ccccc1CN1C(=NC(=O)C2CCCCC2)SC2CS(=O)(=O)CC21 (configuration not stated),i,i,i,i,5,-0.1,i,i,7,i,i
Oc1cccc(Nc2nc(N3CCOCC3)nc(N3CCOCC3)n2)c1,i,i,i,i,13,-0.8,i,i,19,i,i
Cn1cnc([N+](=O)[O-])c1Oc1ccc2ccccc2c1,i,i,i,i,4,0.7,i,i,8,i,i
N=C1C(c2nc3ccccc3s2)=C(O)CN1NC(=O)c1ccco1,i,i,i,i,-18,1.3,i,i,-2,i,i

This is a random part of the collection; 6.1% or so of the library scored in one or more.
